Screening results as filed in PubChem BioAssay.
Epigenetic derep = epigenetic control regulation, reporter derepression. murine LDR cells, GFP reporter derepression, 30 h. Potency, µM (series often up to 53.9 µM), without a hit: at the top dose GFP activation, usual class: activators. 280,000 tested, 0.2% active; also: potency is read from the fitted curve at half-maximal effect; % of control where 0% means no effect; nearly all actives have a fitted effect of over 60% in size
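Readout is the number of GFP-expressing murine LDR cells, counted by cytometry following washing. Cells were treated with compound for 30 h at 37 C; the stably integrated CMV-GFP locus is normally silent.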
LMNA splice mod = changes lamin A minigene splicing in HeLa cells | HeLa LMNA splicing GFP/RFP minigene ratio, 48 h | Potency, µM (top dose mostly 46.1 µM), inactives show top-dose ratio change, negative = inhibition, actives largely listed as inhibitors | 200,000 tested, 0.01% active | AID 1487; active = well fitted inhibition curve with a large enough effect in the signal ratio, with a control signal flat, not every such curve was filed as active; inconclusive = small, poorly fitted or top-dose-only effect, or effect the other way, or a change in a side signal; the % refers to the signal ratio; also: potency is read from the fitted curve at half-maximal effect; % is scaled to controls: 0 for no effect and ±100 for the full control effect
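S3 HeLa cells stably expressing lamin A-EGFP splicing minigene plus DsRed2, 600 cells/well, 48 h compound exposure at 37C. Laser-scanning cytometry; analysed as GFP (500-530 nm)/RFP (575-640 nm) total intensity ratio; 0.5% DMSO vehicle.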
NPSR antagonist = antagonists of human neuropeptide S receptor cAMP signaling | AID 1461 | CHO-NPSR cells, cAMP TR-FRET, antagonist mode | Q6W5P4 | Potency, µM (highest dose often 38.3 µM), for inactives: at the highest dose activity change, negative = inhibition, most hits filed as inhibitors | 220,000 tested, 1% active; also: potency is read from the fitted curve at half-maximal effect; % is scaled to controls: 0 for no effect and ±100 for the full control effect; nearly all actives have a fitted effect of over 50% in size; many of its hits are not listed in these tables
Target sequence (Q6W5P4 whole entry, looked up): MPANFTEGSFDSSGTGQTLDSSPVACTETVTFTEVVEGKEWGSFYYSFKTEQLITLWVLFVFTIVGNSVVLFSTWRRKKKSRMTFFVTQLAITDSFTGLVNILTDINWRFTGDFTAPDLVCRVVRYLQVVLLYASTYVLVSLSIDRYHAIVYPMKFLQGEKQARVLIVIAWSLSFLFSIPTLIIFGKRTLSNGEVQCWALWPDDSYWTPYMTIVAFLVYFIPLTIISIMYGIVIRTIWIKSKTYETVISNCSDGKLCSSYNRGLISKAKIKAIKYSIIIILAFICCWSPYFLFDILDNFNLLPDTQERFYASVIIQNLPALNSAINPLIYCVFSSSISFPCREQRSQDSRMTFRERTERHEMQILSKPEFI
KinaseGlo FLuc = counter-screen: inhibitors of Kinase-Glo firefly luciferase; Q27757; 200,000 tested, 0.28% active; AID 1379; Kinase-Glo luciferase, ATP luminescence, 8 min; Potency, µM (highest dose often 38.3 µM), for the others: top-dose activity change, negative = inhibition, most hits filed as inhibitors; also: potency is read from the fitted curve at half-maximal effect; % is scaled to controls: 0 for no effect and ±100 for the full control effect; nearly all actives have a fitted effect of over 60% in size
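Compounds were added to a substrate mix at pH 7.2 (50 mM imidazole, 10 uM ATP, within the enzyme's linear range), followed by Kinase-Glo detection reagent; luminescence was measured after 8 minutes at ambient temperature.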
CBFb RUNX1 block = inhibitors of human CBF-beta and RUNX1 interaction | Q01196+Q13951 | AlphaScreen CBFb-His/RUNX1-biotin binding, biochemical | Potency, µM (series often up to 59.8 µM), without a hit: at the highest dose activity, negative = inhibition, usual class: inhibitors | 230,000 tested, under 10 active; also: % of control where 0% means no effect
Target sequence (Q01196 whole entry, looked up): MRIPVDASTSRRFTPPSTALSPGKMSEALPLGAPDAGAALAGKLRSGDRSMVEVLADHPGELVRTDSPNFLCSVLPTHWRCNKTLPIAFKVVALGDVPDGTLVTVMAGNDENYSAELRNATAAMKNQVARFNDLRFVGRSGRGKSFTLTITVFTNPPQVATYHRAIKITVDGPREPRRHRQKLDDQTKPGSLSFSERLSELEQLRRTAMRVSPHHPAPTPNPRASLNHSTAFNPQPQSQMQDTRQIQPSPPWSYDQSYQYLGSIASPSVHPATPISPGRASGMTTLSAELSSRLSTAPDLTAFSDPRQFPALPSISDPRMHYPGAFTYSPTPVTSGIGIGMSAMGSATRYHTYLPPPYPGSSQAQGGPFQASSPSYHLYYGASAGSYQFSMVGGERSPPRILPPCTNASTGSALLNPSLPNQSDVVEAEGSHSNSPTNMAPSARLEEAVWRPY
Target sequence (Q13951 whole entry, looked up): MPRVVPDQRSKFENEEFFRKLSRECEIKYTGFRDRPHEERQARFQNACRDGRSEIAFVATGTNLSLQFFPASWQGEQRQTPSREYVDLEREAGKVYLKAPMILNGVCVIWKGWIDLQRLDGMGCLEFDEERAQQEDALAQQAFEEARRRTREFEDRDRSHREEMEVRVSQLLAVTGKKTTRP
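CBF-beta (His) and RUNX1 (biotin), 30 nM each; 20 min preassociation; + compound, 15 min; + beads 50 ng each (Ni, streptavidin), 90 min; RT; AlphaScreen read.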
HTT aggregate = reduces HttQ103-GFP aggregates in PC12 cells; PC12 HttQ103-GFP aggregates, Acumen cytometry, 40 h; Potency, µM (top dose mostly 46.1 µM), inactives show top-dose activity change, negative = inhibition, hits mostly inhibitors; 220,000 tested, 1.1% active; also: potency is read from the fitted curve at half-maximal effect; % is scaled to controls: 0 for no effect and ±100 for the full control effect; nearly all actives have a fitted effect of over 60% in size
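Using laser scanning cytometry, GFP-positive aggregates were counted after lysis of PC12 cells induced with 100 nM tebufenozide to express HTT exon 1 Q103–GFP. Compounds were tested in titration.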
IMPase Li cell = membrane-permeable IMPase blocker, potentiated with lithium; AID 1457; 210,000 tested, 0.35% active; Potency, µM (top dose mostly 59.4 µM), without a hit: top-dose activity, negative = IMPase inhibition, usual class: inhibitors; CHO-M1 cells, IP1 TR-FRET (IP-One), carbachol + lithium;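 also: IP1 builds up when IMPase is blocked and the TR-FRET signal falls; potency is read from the fitted curve at half-maximal effect; plate controls were basal vehicle for no effect and high inhibitor control for full effect; nearly all actives have a fitted effect of over 50% in size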
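CHO cells stably expressing M1 receptor (2000/well) were cultured 16–30 h, then exposed to compounds with a small lithium addition for 30 min at 37C. IP1 was measured by TR-FRET competition; AC50 from Hill fits.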
* hit, by the source's call; ? = inconclusive; · = no result given; & = joins results of further samples; [ ] = dose if it differs, or a comment. Unless noted, calls follow the shape of the dose curve; as a rule, active = well fitted curve in the direction sought with a large enough effect; inconclusive = small, poorly fitted or top-dose-only effect, or another doubt; inactive = no such curve, though single readings can be large; an effect the other way counts as inactive or inconclusive.

| SMILES | Epigenetic derep | LMNA splice mod | NPSR antagonist | KinaseGlo FLuc | CBFb RUNX1 block | HTT aggregate | IMPase Li cell |
| --- | --- | --- | --- | --- | --- | --- | --- |
| CC(=NCCCn1ccnc1)c1c(O)n(C2CCCCC2)c(=O)[nH]c1=O | -4.1% | · | -1% | · | 1% | 0%[9.22 µM] | · |
| CCCCn1c(O)c(C(CC)=NCCN2CCOCC2)c(=O)[nH]c1=O | 3.7% | 9% | -1%[46.1 µM] | -4% | 1% | -3% | 27%[38.3 µM] |
| CC/C=C\C/C=C\C/C=C\C/C=C\C/C=C\CCCC(=O)NCCO | 2.0% | · | · | 1% | 8% | · | 13% |
| O=C(CSc1ccccn1)Nc1cccc2ccccc12 | -1.1% | ? | 5% | -2% | -2% | ? | 7% |
| CC(C)C/C(=N/O)c1c[nH]c2ccccc12 | 0.0% | 5% | -10%[46.1 µM] | 18% | -3% | 15% | 14%[38.3 µM] |
| Cc1nn(Cc2ccccc2)c(Cl)c1C(=O)OCC(=O)Nc1cccc2ccccc12 | ? | -5% | -29% | -4% | -1% | ? | -2% |
| Cn1c(O)c(/C=N/NC(=O)c2ccncc2)c(=O)n(C)c1=S | -1.1% | · | -17% | · | -4% | 15%[9.22 µM] | · |
| CC(C)n1c(=O)c(C=Nc2ccc(F)cc2)c(O)n(Cc2ccco2)c1=O | 1.1% | 10% | -25% | -4% | 4% | 19% | 6% |
| O=C1NC(=O)C(=Cc2cc([N+](=O)[O-])ccc2N2CCCCC2)C(=O)N1 | -0.7% | · | -9% | -2% | 5% | 6% | -9% |
| Cc1ccccc1N1C(=O)NC(=O)/C(=C/c2ccc(N3CCOCC3)o2)C1=O | -0.8% | · | 12% | · | -7% | 5%[9.22 µM] | · |
| CC1(C)C2CC=C(CN3CCOCC3)C1C2 (centres undefined) | -1.1% | -3% | -2%[46.1 µM] | 3% | 3% | -17% | 12%[38.3 µM] |
| CC/C(CC(c1ccccc1)c1c(O)c2ccccc2oc1=O)=N\NC(N)=S (centres undefined) | ? | 14% | -8% | 10% | -8% | 26% | -1% |

Overlap with the part before: four entries, followed by the next part.
| SMILES | Epigenetic derep | LMNA splice mod | NPSR antagonist | KinaseGlo FLuc | CBFb RUNX1 block | HTT aggregate | IMPase Li cell |
| --- | --- | --- | --- | --- | --- | --- | --- |
| O=C1NC(=O)C(=Cc2cc([N+](=O)[O-])ccc2N2CCCCC2)C(=O)N1 | -0.7% | · | -9% | -2% | 5% | 6% | -9% |
| Cc1ccccc1N1C(=O)NC(=O)/C(=C/c2ccc(N3CCOCC3)o2)C1=O | -0.8% | · | 12% | · | -7% | 5%[9.22 µM] | · |
| CC1(C)C2CC=C(CN3CCOCC3)C1C2 (centres undefined) | -1.1% | -3% | -2%[46.1 µM] | 3% | 3% | -17% | 12%[38.3 µM] |
| CC/C(CC(c1ccccc1)c1c(O)c2ccccc2oc1=O)=N\NC(N)=S (centres undefined) | ? | 14% | -8% | 10% | -8% | 26% | -1% |
| CC1(C)C(O)CC(O)[C@]2(C)C1CC(O)[C@]1(C)C2CC[C@@]2(C)C(c3ccoc3)OC(=O)C3O[C@]312 (some centres undefined) | 3.7% | · | · | -8% | 5% | · | 17% |
| CCOC(=O)C1(CCc2ccccc2)CCN(C2CCSCC2)CC1 | 1.1% | ? | -11% | 1% | 1% | 0%[9.22 µM] | 5% |
| CCOC(=O)COc1ccc2c(c1)c(C(C)=O)c(C)n2Cc1ccccc1 | 0.4% | -17%[46 µM] | -10% | -1% | 4% | 22% | 10% |
| Cc1nc2cc(C(F)(F)F)ccc2n1C1CCN(Cc2nnnn2Cc2cccs2)CC1 | -1.0% | -1% | ? | 0% | 1% | -13% | 33%[activator][38.3 µM] |
| C=CCOC(=O)C1=C(C)OC(N)=C(C(=O)OCC)C12C(=O)N(CC(N)=O)c1ccccc12 (centres undefined) | -5.3% | 1% | -18%[46.1 µM] | -2% | 3% | ? | -2%[38.3 µM] |
| C=CCN1C[C@H](C)N([C@H](c2ccc(C(=O)N(CC)CC)cc2)c2cccc(O)c2)C[C@H]1C | 1.8% | · | · | 1% | 2%[21.7 µM] | · | 14% |
| C[C@]12CCC3C(CC[C@]4(O)CC(O)CC[C@@]34C=O)[C@]1(O)CCC2C1=CC(=O)OC1 (some centres undefined) | -0.3% | · | · | -4% | -9% | · | 4% |
| CC1CCN(C(=O)N2c3ccccc3Sc3ccccc32)CC1 | 3.9% | -20% | -11%[46.1 µM] | 2% | 5% | 5%[1.84 µM] | 35%[activator][38.3 µM] |
| C=CCN1C(=O)NC(=O)/C(=C/c2cc3c4c(c2)CCCN4CCC3)C1=O | 6.7% | 12% | -6% | -20% | -20% | -26% | 6% |
| O=C1CC(N2CCC(n3c(=O)[nH]c4ccccc43)CC2)C(=O)N1Cc1ccccc1 (centres undefined) | 1.2% | 5% | -15%[46.1 µM] | 4% | ? | 12% | 33%[activator][38.3 µM] |
| N#CCN1CCN(c2ccc(C(F)(F)F)cc2)CC1 | 0.1% | -2% | 14% | 0% | 1% | 2% | -1% |
| CN1C[C@@H](C(=O)N[C@@]2(C)O[C@]3(O)C4CCCN4C(=O)[C@@H](Cc4ccccc4)N3C2=O)C=C2c3cccc4[nH]cc(c34)C[C@@H]21 (some centres undefined) | -4.6% | · | · | -8% | ? | · | 33%[activator] |
| O=[N+]([O-])c1ccc(Nc2ccccc2)cc1 | 0.9% | -21% | -7% | -2% | -4% | -8% | 16% |
| CCCCC/C=C\C/C=C\C/C=C\C/C=C\CCCC(=O)NC1CC1 | 1.2% | · | · | -4%[39.9 µM] | 15% | · | 14% |
| O=C(NCC(c1cccnc1)N1CCN(c2ccccc2F)CC1)Oc1ccccc1 (centres undefined) | -7.6% | -4% | -2%[46.1 µM] | 2% | -7% | 1%[9.22 µM] | -13%[38.3 µM] |
| C[C@H]1C(=O)O[C@H]2CCN3CC=C(COC(=O)[C@](C)(O)[C@@]1(C)O)C23 (some centres undefined) | -1.1% | · | · | 0% | 8%[21.7 µM] | · | 2% |
| COc1c(O)ccc2c1-c1c3c(cc4c1C(C2)N(C)CC4)OCO3 (centres undefined) | 1.2% | ? | 13% | 0% | 7%[2.36 µM] | -29% | -2% |
| O=C(c1ccccc1F)c1cn(CC(=O)N2CCCCC2)c2ccccc12 | 0.0% | -11% | -16%[46.1 µM] | -1% | 2% | -10% | 31%[38.3 µM] |
| O=C1NC(=O)C(=Cc2ccc(-c3ccccc3[N+](=O)[O-])o2)C(=O)N1 | ? | · | ? | · | 30% | -14%[9.22 µM] | · |
| Clc1ccccc1CN1CCN(c2ccccc2Cl)CC1 | 3.1% | 1% | -18%[46.1 µM] | 2% | 10% | 2%[9.22 µM] | 1%[38.3 µM] |
| Cc1cc(C)cc(N2C(=O)NC(=O)/C(=C\C=C\c3ccco3)C2=O)c1 | -2.7% | ? | 10µM* | 3% | ? | ? | 10% |
| COc1ccc(CC(=O)N2CCN(C)CC2)cc1 | 0.2% | 5% | -5%[46.1 µM] | · | 14% | 6% | · |
| NCCCC(=O)OC1N=C(c2ccccc2Cl)c2cc(Br)ccc2NC1=O (centres undefined) | 10% | ? | 14% | -3% | 1% | 2% | 1% |
| CCCCC[C@@H](/C=C/C=C\C/C=C\C/C=C\CCCC(=O)O)OO | 1.1%&-2.2% | · | · | -1% | ? | · | -4%&5% |
| CC(=O)c1c(C)n(Cc2ccccc2Cl)c2ccc(O)cc12 | -1.9% | · | 0% | 1% | 3% | 27%[9.22 µM] | -7% |
| O=C1C=CC(=O)C=C1 | 7.3% | -3% | -6%[46.1 µM] | 0% | 16% | · | 11%&15% |
| CN1C(=O)C(=Cc2ccc(N(C)C)c([N+](=O)[O-])c2)C(=O)N(C)C1=O | 2.8% | · | -1% | 1% | -3% | -1% | -8% |
| CCOC(=O)c1ncn2c1[C@@H]1CCCN1C(=O)c1cc(OC)ccc1-2 | -1.2% | ? | -14%[46.1 µM] | -4% | 0% | · | 7% |
| NCCCCCC(=O)OC1N=C(c2ccccc2Cl)c2cc(Br)ccc2NC1=O (centres undefined) | 4.8% | · | -10% | -1% | 4% | 1% | 16% |
| CCn1ccnc1CN1CCCC(C(=O)c2cccc(C(F)(F)F)c2)C1 (centres undefined) | -0.7% | · | 3% | 3% | 7% | -26% | 19% |
| CC(C)(C)c1ccc(OC(=O)N2CCCCC2)cc1 | -1.6% | · | -45% | -1% | 7% | ? | 5% |
| C=CCn1c(O)c(C(CC)=NCCCO)c(=O)[nH]c1=O | -0.7% | 1% | -4%[46.1 µM] | -2% | 1% | 20% | -3%[38.3 µM] |
| C1CC[C@H]([C@@]23C[C@H](C[C@H]4CCCN[C@H]42)[C@@H]2CCCCN2C3)NC1 | -1.1% | · | · | -2% | -2% | · | 16% |
| CCC(C)(C)n1nnnc1C(c1cccs1)N1CC=C(c2ccc(F)cc2)CC1 (centres undefined) | 4.0% | ? | ? | 1% | 2% | 4% | 8%[38.3 µM] |
| O=C1C(=O)c2cccc3cccc1c23 | ? | -6% | 25% | -2% | 5% | -8% | 2% |
| Cc1cc(OCC(=O)OC(C)C)c2c3c(c(=O)oc2c1)CCCC3 | -2.0% | -8% | ? | -5% | 3% | 23% | 18%[38.3 µM] |
| CN1C(=O)NC(=O)/C(=C/c2ccc([N+](=O)[O-])s2)C1=O | -7.0% | · | -36% | · | ? | 12%[9.22 µM] | · |
| C[C@@]12CCC(=O)C=C1C=C[C@H]1[C@H]3CC[C@](O)(CCC(=O)O)[C@]3(C)CC[C@@H]12 | 2.4%[16.9 µM] | ? | · | 1%[17.1 µM] | -7%[21.7 µM] | 26%[20.6 µM] | 2% |
| CCOC(=O)c1c(C)n(COCCO)c2ccc(O)cc12 | 1.7% | -7% | 9%[7.67 µM] | -2% | -6% | -15% | 0%[38.3 µM] |
| O=C(CN1CCCCC1)c1ccc2c(c1)OCO2 | 0.1% | · | 5% | · | 0% | -15%[9.22 µM] | · |
| Oc1ccc(Cl)cc1CN1CCN(Cc2ccccc2)CC1 | -1.0% | -5% | -2%[46.1 µM] | -4% | 3% | -12% | 21%[38.3 µM] |
| CC(=O)c1cc(C#N)c(N2CCN(C)CC2)nc1C | 0.0% | -4%[46 µM] | 10% | -4% | 6% | -9% | 1% |
| O=C1CN=C(c2ccc(Cl)cc2)c2oc3ccccc3c2N1 | 2.2% | · | -11% | · | 10% | 18%[9.22 µM] | · |
| O=C1NC(=O)C(CCc2ccncc2)(C2CCCCC2)C(=O)N1 | -2.7% | -1% | -27%[46.1 µM] | -4% | 2% | 7%[9.22 µM] | -6%[38.3 µM] |
| CCOC(C(=O)OCCC[N+](C)(CC)CC)(c1ccccc1)c1ccccc1 | 2.5% | -14% | -4%[46.1 µM] | -4% | 1% | -5% | 44%[activator][38.3 µM] |

Some of the compounds tested; the hit share may differ from the screen's.
